# Compound activity as filed in PubChem.
# KCNH2 WT inh – KCNH2 (human, wildtype) channel inhibition | Q12809 | U2OS, BacMam KCNH2, thallium flux FluxOr; stronger effect = lower value | activity change, % at 1.84 µM | 340,000 tested, 0.37% active;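 active means maximum activity change below -70%; inconclusive means maximum activity change between -70% and -50%; inactive means maximum activity change above -50%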; further: on the % scale 0 is the no-effect control and ±100 the full control effect
#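 U2OS cells transduced with wild-type KCNH2 virus are loaded with FluxOr dye for 45 min, and thallium flux is measured in kinetic reads before and after stimulation buffer. Rate constants are normalized to DMSO controls.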
# A-T KAP1 phos – potential ataxia-telangiectasia treatment; […] A-T fibroblasts, KAP-1 phosphorylation AlphaLISA; neocarzinostatin DNA damage 30 min before lysis; Potency, µM (titrated, usually from 57.5 µM), without a hit: top-dose activation, usual class: activators; 320,000 tested, 0.19% active; AID 485349; further: potency means the concentration at half of the fitted maximal effect; % of control where 0% means no effect; nearly all actives have a fitted effect of over 45% in size
#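 hTERT-immortalized A-T patient fibroblasts ([…]), 500 cells/well in OPTI-MEM, 1% FBS, got compounds for 60 min, then NCS for 30 min at 37C. Lysates were then assayed for phospho-KAP-1 by AlphaLISA (anti-pKAP1 donor, anti-KAP1 acceptor beads), 6 hr at 25C.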
# Mito fusion act – inhibitors of mitochondrial division or activators of mitochondrial fusion. S. cerevisiae fusion-defective mutant growth rescue, CellTiterGlo 48 h. Potency, µM (titrated, usually from 46.1 µM), without a hit: top-dose growth rescue (activation), most hits filed as activators. 320,000 tested, 0.23% active. AID 485298;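 further: potency means the concentration at half of the fitted maximal effect; % of control where 0% means no effect; nearly all actives have a fitted effect of over 45% in size; temperature-sensitive fusion mutants such as fzo1-1 at 37 °C on non-fermentable ethanol glycerol medium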
#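 Compounds are tested for their ability to restore growth of mitochondrial fusion-defective yeast strains at non-permissive 37C in YPEG medium over 48 hours. Viability is quantified by luciferase luminescence.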
# TSHR antagonist – blocks TSH signaling through the human TSH receptor; P16473; TSHR-expressing cells, TSH-stimulated cAMP HTRF, 2 h; stronger effect = lower value; activity change, negative = inhibition, % at 11.5 µM; 330,000 tested, 0.2% active;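 active means activity change below a set negative limit, meaning inhibition stronger than a set level, cut at about -70% in these data; inconclusive means activity change between two set negative limits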; further: on the % scale 0 is the no-effect control and ±100 the full control effect
#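 Inhibition of cAMP made by TSHR-expressing cells under TSH stimulation (4nM final, EC80; 2 h, 37 deg C) is quantified with a one-step lysis HTRF kit, anti-cAMP cryptate versus cAMP-d2.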
# Eya2 phos inh – blocks the phosphatase activity of human Eya2 | Potency, µM (series often up to 76.9 µM), inactives show at the highest dose activity, negative = inhibition, hits mostly inhibitors | recombinant Eya2, OMFP fluorescence dephosphorylation (OMFP is methylfluorescein phosphate) | AID 488837 | O00167 | 330,000 tested, 0.006% active; further: potency means the concentration at half of the fitted maximal effect; on the % scale 0 is the no-effect control and ±100 the full control effect
#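 Eya2 protein (added as 0.2 uM solution) was preincubated with compound for 10 min at ambient temperature in 50 mM HEPES pH 7.5, 50 mM NaCl, 5 uM MgCl2, 0.05% BSA, 1 mM DTT. OMFP (added at 50 uM) then reacted 10 min; fluorescence read at 485/525 nm.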
# ELG1 repair inh – blocks ELG1-dependent DNA repair in HEK293T cells; Potency, µM (top dose mostly 46.1 µM), for inactives: at the highest dose activity change, negative = inhibition, hits mostly inhibitors; 330,000 tested, 2.3% active; HEK293T ELG1-luciferase reporter, luminescence, 16 h; DNA damage induced by 5-fluorouridine; further: potency means the concentration at half of the fitted maximal effect; on the % scale 0 is the no-effect control and ±100 the full control effect; nearly all actives have a fitted effect of over 55% in size
#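 Overnight (16 hr) co-exposure of 2,000 cells/well to 5-fluorouridine and compound at 37 °C preceded detection. Luciferase was quantified via ONE-Glo luminescence; loss of signal denotes inhibition.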
# KCNH2 3.1 inh – blocks the human KCNH2 3.1 channel isoform; U2OS KCNH2 3.1, thallium flux FluxOr; stronger effect = lower value; activity change, % (tested at about 1.8 µM); 340,000 tested, 0.95% active;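 active means maximum activity change below -70%; inconclusive means maximum activity change from -70% to -50%; inactive means maximum activity change above -50%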;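 further: thallium influx rate constant from kinetic fluorescence after stimulation buffer; on the % scale 0 is the no-effect control and ±100 the full control effect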
#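 Steps: virus added to U2OS suspension (4 h, RT, dark); medium with 10% FBS added, cells plated, 37 C overnight; FluxOr/Red40 loading buffer 45 min RT; stimulation buffer, 2 min kinetic read; rate constant normalized.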
# USP2a inh – blocks human ubiquitin-specific protease USP2a; O75604; USP2 core, Ub-CHOP2 coupled fluorogenic reporter, 485/531; Potency, µM (titrated, usually from 38.3 µM), inactives show at the highest dose activity change, negative = inhibition, usual class: inhibitors; 330,000 tested, 0.01% active; AID 463254;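 further: potency means the concentration at half of the fitted maximal effect; plate controls were DMSO wells for no effect and full inhibition by NEM control for full effect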
#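 Cell-free coupled assay: 10nM USP2 core preincubated 30min RT with compound in Tris-HCl pH 8.0/CaCl2/CHAPS buffer, then 25nM Ub-CHOP2 and 25nM reporter substrate; fluorescence (Ex 485/Em 531) read after 60min RT, normalized to NEM inhibition, concentration-response curves fitted.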
# TCR act – T cell receptor activation; primary human leukocytes, anti-CD3, IL-2 HTRF, 48 h; Potency, µM (titrated, usually from 9.22 µM), for inactives: top-dose activation of IL-2 secretion, actives largely listed as activators; 330,000 tested, under 10 active; AID 504894; further: % of control where 0% means no effect
#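 Primary human leukocytes incubated 48 hr with anti-CD3 beads plus compound, without co-stimulation. Secreted IL-2 measured by HTRF (europium cryptate/d2 anti-IL-2 pair, 320 nm excitation, 665 nm emission).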
# TRPV1 agonist – human TRPV1 agonism. Q8NER1. TRPV1-expressing cells, Fluo-8 calcium influx, agonist mode. activation, % at 8.33 µM. 320,000 tested, 0.19% active. AID 540275; in the data active means activation above about 80%; inconclusive means between about 30% and that limit; further: 0% is about no effect
# Target sequence (Q8NER1 whole entry, looked up): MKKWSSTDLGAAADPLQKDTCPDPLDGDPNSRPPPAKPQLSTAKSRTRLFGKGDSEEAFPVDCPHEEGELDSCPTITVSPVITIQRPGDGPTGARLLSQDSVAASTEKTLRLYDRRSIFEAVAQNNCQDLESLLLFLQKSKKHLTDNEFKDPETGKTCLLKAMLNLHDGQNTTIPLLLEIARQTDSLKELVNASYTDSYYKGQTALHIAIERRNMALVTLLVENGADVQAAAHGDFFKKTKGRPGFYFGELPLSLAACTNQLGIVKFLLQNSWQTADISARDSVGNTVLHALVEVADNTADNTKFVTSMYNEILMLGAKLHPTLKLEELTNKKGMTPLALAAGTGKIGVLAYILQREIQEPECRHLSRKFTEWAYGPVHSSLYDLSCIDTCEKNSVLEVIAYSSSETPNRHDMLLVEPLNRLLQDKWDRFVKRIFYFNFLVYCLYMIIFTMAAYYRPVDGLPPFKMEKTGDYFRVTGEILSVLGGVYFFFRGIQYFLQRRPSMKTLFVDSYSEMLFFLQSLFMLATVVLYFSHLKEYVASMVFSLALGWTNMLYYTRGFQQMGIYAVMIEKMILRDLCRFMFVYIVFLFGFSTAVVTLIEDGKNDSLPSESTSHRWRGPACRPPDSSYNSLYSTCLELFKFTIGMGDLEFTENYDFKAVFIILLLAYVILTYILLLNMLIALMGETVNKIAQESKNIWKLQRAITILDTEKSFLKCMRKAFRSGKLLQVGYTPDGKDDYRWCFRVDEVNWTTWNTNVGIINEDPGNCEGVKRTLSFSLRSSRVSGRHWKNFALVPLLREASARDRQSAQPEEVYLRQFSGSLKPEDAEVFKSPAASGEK
#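 TRPV1-expressing cells were cultured overnight at 35.5C and loaded with Fluo-8 calcium dye for 40 to 90 min at room temperature. After a 10 s baseline, compound was added and calcium influx was read kinetically for 3 min (ex 480/em 520 nm).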
# Starred values were filed as active, the others as inactive; ? = inconclusive; · = no result given; [ ] = remark or other dose. Unless noted, the call rests on the fitted dose curve; in most records, active means well fitted curve in the direction sought with a large enough effect; inconclusive means small, poorly fitted or top-dose-only effect, or another doubt; inactive means no such curve, though single readings can be large; an effect the other way counts as inactive or inconclusive. These rows are one share of the data; rates above refer to the full screens.
mol	KCNH2 WT inh	A-T KAP1 phos	Mito fusion act	TSHR antagonist	Eya2 phos inh	ELG1 repair inh	KCNH2 3.1 inh	USP2a inh	TCR act	TRPV1 agonist
Cc1nc2nc(Cc3ccccc3)nn2c(C)c1Cl	1	·	-5%	25	6%	10%	18	2%	2%	3
COc1cc(C(=O)N=c2sc3ccccc3n2C)cc(OC)c1OC	·	-1%	-3%	-11	8%	?	-13	1%	3%	10
Cc1cc(C(=O)N2CCCC2)n[nH]1	-2	-2%	0%	-4	-1%	-5%	1	2%	-3%	0
CCCCCOc1ccc(NC(=O)C(=O)NCC2CCCN2CC)cc1 (stereo not drawn)	4	2%	14%	3	-2%	21%	?	-1%	2%	-8
Cc1ccc(NS(=O)(=O)c2ccc(-c3cnc(C4CC4)o3)cc2)c(C)c1	-16	0%	-11%	-2	3%	4%	5	-3%	8%	0
COC(=O)c1ccc(NC(=O)CSc2nnc(COc3c(C)cccc3C)o2)cc1	-4	6%	-1%	9	3%	6%	-7	2%	4%	-1
CCCn1c(=O)c2ccccc2n2c(SCC(=O)/C(C#N)=C(\C)N)nnc12	8	-1%	1%	8	4%	-9%	16	-1%	-2%	-1
CC(=O)c1ccc(COC(=O)Cc2ccc([N+](=O)[O-])cc2)cc1	6	6%	1%	0	-3%	2%	-6	0%	4%	20
COCCNc1nc2ccccc2n1CC(=O)c1ccc(OC)c(OC)c1	-19	-1%	0%	-6	?	-26%	21	-1%	-2%	7
COc1ccccc1C(OC(=O)c1cccs1)C(=O)NCc1ccco1 (stereo not drawn)	-4	10%	-8%	-14	-3%	-2%	-12	3%	3%	0
CCCN(CC(=O)Nc1ccccc1OC)C(=O)CC1CCCC1	-8	-3%	6%	6	8%	-1%	0	0%	9%	22
CN(CC(=O)Nc1ccncc1)S(=O)(=O)c1ccccc1	-1	12%	-7%	-3	2%	-2%	-7	-1%	-21%	4
CS(=O)(=O)N1CCN(c2ccccc2NC(=O)c2cc3ccccc3o2)CC1	2	-6%	?	-4	15%	21µM*	-9	-1%	-2%	10
O=C(/C=C/c1ccccc1)Nc1ccc(Br)cn1	3	-6%	-7%	-6	7%	?	?	0%	-4%	17
COC(=O)c1ccccc1NC(=O)Nc1nnc(N2CCCCC2C)s1 (stereo not drawn)	-15	4%	-5%	2	0%	?	11	4%	-2%	6
O=C(c1cnn2cccnc12)N1CCN(Cc2ccc3c(c2)OCO3)CC1	7	-1%	-6%	-2	17%	-2%	-11	1%	-2%	19
COc1ccc(/C=C/C(=O)c2sc(-c3ccc(Cl)cc3)nc2C)cc1	·	-4%	0%	27	0%	15%	·	-2%	·	0
c1ccc(-n2nnnc2Oc2cccc3cccnc23)cc1	-3	-3%	3%	-1	-3%	5%	4	-7%	1%	0
O=C(Oc1cccc(/C=N/Nc2nc(N3CCOCC3)nc(N3CCOCC3)n2)c1)c1ccco1	6	-3%	1%	-18	-1%	?	2	2%	1%	24
CCOc1ccc(NC(=O)C2=C(C)C(=O)OC23CCC(C)CC3)cc1 (stereo not drawn)	6	-3%	-6%	-17	6%	-1%	-6	-2%	-6%	1
CCOC(=O)[C@@H]1[C@H]2COc3cc(OC)ccc3[C@@H]2N2C(=O)N(c3ccc(Cl)cc3)C(=O)[C@@]12C	-4	5%	-1%	-12	0%	?	72	-2%	-2%	-6
Cc1sc2ncnc(Sc3ccccc3C(=O)Nc3ccc(C#N)cc3)c2c1C	-9	5%	13µM*	-4	16%	?	-3	1%	4%[46.1 µM]	26
Cn1cc(CNCc2cn[nH]c2-c2ccc(F)cc2)c(-c2ccc3c(c2)OCCO3)n1	-4	5%[11.5 µM]	5%	5	-4%	0%	-7	5%	-8%	0
O=C(Cc1ccccc1)N1CCc2ccccc21	-12	17%	9%	9	-26%	?	4	1%	4%	3
C[C@H](CO)N1C[C@H](C)[C@@H](CN(C)S(=O)(=O)c2ccccc2)Oc2c(NC(=O)c3ccncc3)cccc2C1=O	0	-5%	·	1	5%	21%	9	-1%	-3%	·
Cc1csc2c(NC3CCN(Cc4ccccc4)CC3)ncnc12	12	-14%	0%	-3	1%	-12%	0	7%	5%	4
COc1ccc2c(=O)c(-c3ccccc3C)c(C)oc2c1	1	3%	2%	-10	14%	-6%	-1	0%	-1%	8
C=CCC[C@@H](Cc1ccc(F)cc1)C(=O)O[C@H](CNC(=O)[C@H](CC=C)CC(=O)N(CCO)Cc1ccccc1)c1ccccc1	4	2%	·	-11	-28%	21µM*	-20	-11%	3%	·
O=C(CSc1nnnn1-c1cccc(O)c1)NC1CC1	-36	5%	-2%	-2	7%	-8%	-5	1%	0%	0
COc1ccc(CNc2ccccn2)c(O)c1	-1	-1%	1%	22	6%	?	2	-1%	3%	1
COc1ccc2ccccc2c1/C=N/NC(=O)c1cccc(Br)c1	-1	-5%	1%	-2	0%	-17%	0	1%	0%[46.1 µM]	0
O=C(CS(=O)(=O)c1ccccc1)Nc1nnc(-c2cccs2)o1	0	2%	4%	-9	6%	26%	15	0%	1%	-2
CCS(=O)(=O)c1nc(S(=O)(=O)c2ccc(Cl)cc2)c(NCc2ccccn2)s1	0	-1%	-9%	12	-17%	4%	0	-1%	4%	5
CCOC12CC(C)(C)CC(C)(CC3=C1C(=O)CC(C)(C)C3)C2 (stereo not drawn)	27	-6%	8%	-4	0%	-6%	16	0%	-2%[46.1 µM]	15
COc1cc(C(=O)Nn2cnnc2)ccc1OC(F)F	12	17%	7%	17	-2%	3%	7	2%	-19%	-1
N#Cc1cccc(CN2CCC(=O)N([C@H](CO)c3ccccc3)CC2)c1	-6	-2%	3%	11	-3%	0%	12	0%	2%	-2
Cn1nnnc1SCC(=O)Nc1ccc(Cl)cc1Cl	·	2%	4%	-3	5%	19%	·	1%	·	-1
C[C@@H](CN1C2=NC[C@H](Cc3ccccc3)N2C[C@H]1Cc1ccc(O)cc1)NC(=O)CCC1CCCCC1	-25	-11%	-3%	12	6%	8%	-7	-3%	12%	-1
CCOc1ccc(CCNC(=O)c2ccc3ccccc3n2)cc1OCC	3	18%	-4%	-8	4%	10%	6	-2%	1%	23
O=C1CC[C@@H](CN(Cc2ccccc2)Cc2cn[nH]c2-c2cc3ccccc3o2)N1	3	0%	-6%	9	-15%	?	6	4%	12%	0
Cc1cc(NC(=O)Cn2nc(-c3ccccc3F)ccc2=O)ccc1-n1cnnn1	1	1%	-3%	3	5%	-5%	2	-1%	·	0
O=C(Nc1ccccc1)C1=C[C@H](c2ccc3c(c2)OCO3)C[C@H](OCCCCO)O1	-2	-10%	-1%	7	-11%	11%	-2	-4%	-2%	8
CCCCNC(=O)Cn1nc([N+](=O)[O-])c([N+](=O)[O-])c1C	3	-6%	-7%	-6	7%	-10%	25	6%	1%	-5
CC(=O)NC(CC(=O)Nc1cccc(S(=O)(=O)N2CCCCC2)c1)c1ccccc1 (stereo not drawn)	-3	·	-1%	-8	19%	13%	3	5%	9%	2
CCCN(CC1CCCO1)C(=O)c1cc(COc2cccc(OC)c2)on1 (stereo not drawn)	-1	4%	-1%	-5	-10%	8%	-7	0%	-5%	11
COc1ccccc1CNC(=O)C1CCCC1	-6	1%	1%	0	0%	26%	-12	2%	0%	2
Cc1ccc(CN2CC(=O)N3[C@H]4c5cc(C)ccc5OC[C@@H]4[C@H](c4ccccc4)[C@]3(C)C2=O)cc1	0	3%	-1%	26	6%	-25%	-15	-4%	-1%	0
Cc1ccc(N(CC(=O)Nc2ccccc2-c2ccccc2)S(=O)(=O)c2ccccc2)c(C)c1	-16	-1%	2%	-2	3%	-1%	-10	-3%	-4%[46.1 µM]	29
O=C1[C@H]2[C@@H](/C=C/c3ccccc3)N3C(=O)CN(CCO)C(=O)[C@@]3(Cc3ccccc3)[C@H]2C(=O)N1c1ccccc1	-9	-3%	-2%	0	7%	-7%	7	3%	2%	1
O=c1c2ccccc2nc2n1C1(CCCCC1)Cc1ccccc1-2	-8	5%	20%	2	-26%	16%	8	1%	·	3
CCCOc1ccc(C(=O)NNC(=S)NC(=O)c2ccco2)cc1	-11	14%	-26%	-34	-20%	?	-1	-1%	2%	19
COc1ccccc1-n1c(SCc2cc(=O)oc3cc(O)ccc23)nc2ccccc2c1=O	-21	1%	26%	3	-4%	?	-6	-15%	5%[46.1 µM]	1
CN(c1ccccc1)S(=O)(=O)c1cc(C(=O)N2CCN(c3ncccn3)CC2)ccc1Cl	11	3%	·	·	-4%	?	-13	-1%	2%	·
Cn1cccc1C(=O)c1cccc([N+](=O)[O-])c1	-5	-3%	6%	4	-3%	1%	?	-1%	3%	3
